M. tuberculosis – growth inhibition of non-replicating M. tuberculosis (AID 488890); Mycobacterium tuberculosis non-replicating, growth inhibition; higher % means a stronger effect; inhibition, % at 25 µM; hits with a dose series show IC50 in µM; actives 0.39% (n = 320,000); in the data active = a potency from the dose series; inconclusive = inhibition mostly from about 82% at the one dose, without a potency; inactive = the rest, 99 in 100 with inhibition below about 76%;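 also: plate controls were DMSO cells for no effect and high antibiotic wells for full effect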
M. tuberculosis HTS – M. tuberculosis growth inhibition, HTS (AID 449762); one-dose inhibition, % at 25 µM; IC50 in µM for titrated hits; M. tuberculosis H37Rv growth inhibition, 7H9 media; higher % means a stronger effect; actives 0.59% (n = 330,000); in the data active = a potency from the dose series; inconclusive = inhibition above about 70% without an active follow-up result;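 also: bacterial growth assessed after seven days of incubation; strong numbers were not always called active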
PhoP GFP inhibition – PhoP regulon inhibitors, Salmonella typhi PhoP promoter GFP reporter, confirmatory (AID 1850); Salmonella Typhi PhoP-promoter GFP reporter, fluorescence, 4 h; higher % means a stronger effect; inhibition, % at 50 µM, or IC50 in µM where a hit was titrated; actives 0.33% (n = 310,000); in the data active = a potency from the dose series; inconclusive = inhibition mostly from about 25% at the one dose, without a potency; inactive = the rest, 99 in 100 with inhibition below about 19%;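 also: 0% = induced wells with vehicle and 100% = uninduced wells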
inhibitors of VEEV – inhibitors of VEEV TC-83 cytopathic effect, confirmation, Vero cells (AID 588727) | Vero cells, VEEV TC-83 cytopathic effect inhibition; higher % means a stronger effect | inhibition, % at 20 µM; hits with a dose series show IC50 in µM | actives 0.13% (n = 350,000); in the data active = a potency from the dose series; inconclusive = inhibition mostly from about 14% at the one dose, without a potency; inactive = the rest, 99 in 100 with inhibition below about 12%; also: strong numbers were not always called active
influenza NS1A – H1N1 influenza NS1A inhibitors, functional cell based assay (AID 504329) | NS1A functional cell-based assay, percent inhibition; higher % means a stronger effect | inhibition, % at 12.5 µM, or IC50 in µM where a hit was titrated | actives 0.3% (n = 340,000); in the data active = a potency from the dose series; inconclusive = inhibition above about 27% without an active follow-up result; also: strong numbers were not always called active
inhibitors of VEEV 10K pilot screen – second read-out of inhibitors of VEEV, no call of its own (marks repeat the call); inhibition, %; measured here: 10K pilot screen inhibition
* hit, by the source's call; i = inactive; u = inconclusive; x = not tested or not shown.

SMILES	M. tuberculosis	M. tuberculosis HTS	PhoP GFP inhibition	inhibitors of VEEV	influenza NS1A	others
CCCCN(CCCC)CCNC(=O)CN1C(=O)CSc2ccc(S(=O)(=O)N3CCCCC3)cc21	13%	3%	5%	i	7%
Cc1cc(C)c(C)c(S(=O)(=O)N2CCN(C(=O)c3ccc4c(=O)n5c(nc4c3)CCC5)CC2)c1C	9%	44%	10%	4.6%	4%
O=S(=O)(NCCOC12CC3CC(CC(C3)C1)C2)c1cccc2nsnc12	44%	-8%	-3%	0.4%	2%
CCCn1c(SCC(=O)Nc2c(C)cccc2C)nnc1C(C)C	-8%	-3%	6%	1.0%	-2%
CCOC(=O)Cn1c(=O)oc2cc(S(=O)(=O)N3CCCc4ccccc43)ccc21	x	-8%	-12%	0.6%	3%
C/C(Cn1nc([N+](=O)[O-])cc1C)=N\NC(=O)COc1ccc(Cl)cc1Cl	21%	3%	10%	0.1%	1%
Nc1oc2ccccc2c(=O)c1C=O	18%	0%	-6%	1.1%	-6%
Cc1ccc2oc(C(=O)NCCC3CCCCO3)c(C)c2c1 (stereo not given)	19%	-6%	0%	2.2%	-4%
CC(C)N1CCC(N2CCN(Cc3ccc(-c4ccc(Cl)cc4)o3)CC2CCO)CC1 (stereo not given)	41%	-2%	-1%	14%	10%
CC(Oc1ccc2c(c1)oc(=O)c1ccccc12)C(=O)NCC1CCC(C(=O)O)CC1 (stereo not given)	-4%	-2%	0%	0.9%	5%
COc1ccc(N2CC(NC(=O)N(C)CCC#N)CC2=O)cc1 (stereo not given)	-6%	-8%	4%	8.3%	-4%
CC1Cc2ccccc2N1S(=O)(=O)c1cccc(C(=O)NNC(=O)c2ccccc2F)c1 (stereo not given)	31%	-1%	x	i	-21%
CN(C)C(=O)CSc1nnc2sc3ccccc3n12	-3%	-2%	-6%	0.5%	-9%
O=C(C1CC1)N1CCc2cc(S(=O)(=O)NCCCN3CCCCC3)ccc21	-9%	11%	-27%	3.0%	-2%
Cc1nn(-c2cc(N3CCOCC3)ccc2N)c(=O)c2ccccc12	-6%	-6%	0%	3.2%	3%
COC(=O)c1ccc(Cn2cnc3c(cnn3-c3ccc(Cl)cc3)c2=O)o1	46%	4%	-5%	0.5%	-9%
COc1ccccc1C(O)(C(=O)NN(C)c1ccccc1)c1ccccc1OC	-14%	-6%	2%	0.6%	-4%
Oc1ccc(C[C@H]2CNCCN2CCc2cc(C(F)(F)F)cc(C(F)(F)F)c2)cc1	30%	23%	2%	i	-2%	inhibitors of VEEV 10K pilot screen=3.7
Cn1c2ccccc2c2ncn(Cc3ccco3)c(=O)c21	0%	-2%	-7%	8.8%	-10%
O=C(c1ccccc1)c1ccc(N2CCN(C(=O)c3cccc(F)c3F)CC2)c(F)c1	35%	8%	-9%	2.6%	-5%

Arranged by length of the SMILES (lowest first): part of the list above
SMILES	M. tuberculosis	M. tuberculosis HTS	PhoP GFP inhibition	inhibitors of VEEV	influenza NS1A	others
Nc1oc2ccccc2c(=O)c1C=O	18%	0%	-6%	1.1%	-6%
C/C(Cn1nc([N+](=O)[O-])cc1C)=N\NC(=O)COc1ccc(Cl)cc1Cl	21%	3%	10%	0.1%	1%
Oc1ccc(C[C@H]2CNCCN2CCc2cc(C(F)(F)F)cc(C(F)(F)F)c2)cc1	30%	23%	2%	i	-2%	inhibitors of VEEV 10K pilot screen=3.7

Later entries
SMILES	M. tuberculosis	M. tuberculosis HTS	PhoP GFP inhibition	inhibitors of VEEV	influenza NS1A	others
COc1ccccc1N1CCN(C2CC(=O)N(c3cccc(Br)c3)C2=O)CC1 (stereo not given)	21%	-2%	-6%	1.1%	19%
COCCCNc1nc2c(-c3cccc(C(F)(F)F)c3)nnn2c2ccccc12	4%	-5%	0%	0.5%	-2%
COc1ccc(CNc2nc3ccccc3n2Cc2ccc(C)cc2)cc1OC	39%	4%	6%	i	2%
COc1ccc2[nH]cc(CCNC(=O)C3CCCO3)c2c1 (stereo not given)	8%	13%	-10%	0.7%	1%
CCN1CCN(C(=O)CS(=O)(=O)Cc2nc(-c3cccc(OC)c3)oc2C)CC1	5%	-1%	-4%	1.8%	-5%
COc1ccc(S(=O)(=O)c2cnc3ccc(OC)cc3c2N2CCC3(CC2)OCCO3)cc1	55%	69%	-4%	6.8%	4%
Cc1ccccc1NC(=O)C(C)OC(=O)CNS(=O)(=O)c1ccc(C#N)cc1 (stereo not given)	-20%	-5%	2%	3.4%	-6%
CCN(CC)CC#CC(O)(c1ccccc1)c1ccccc1	34%	-9%	-20%	3.5%	0%
CC(C)N(Cc1ccccc1)C(=O)COC(=O)c1ccc(O)cc1	-1%	1%	x	0.1%	-2%
N=c1sccn1CC(=O)Nc1cccc(S(=O)(=O)N2CCCCCC2)c1	9%	-3%	7%	i	5%
CCOc1ccc(NC(=O)CN(C)C(=O)c2nc3nc(C)cc(C)n3n2)cc1OCC	2%	0%	x	0.2%	8%
c1ccc(OCCOc2ncnc3ccccc23)cc1	0%	5%	4%	i	5%
CC(=O)Nc1cccc(C(=O)N/N=C/c2c[nH]c3ccccc23)c1	-19%	-8%	20%	3.5%	-2%
Cc1ccc(C(C)NC(=O)/C(C#N)=C\c2c(C)[nH]c3ccccc23)cc1 (stereo not given)	17%	3%	-3%	0.3%	10%
CCOC(=O)N(c1ccccc1)P1(=S)OCCO1	-3%	-7%	-11%	0.5%	20%
COC(=O)c1ccc(C(=O)OC)c(NC(=S)N2CCN(c3ccccn3)CC2)c1	u	8%	12%	1.6%	0%
COc1ccc(O)c(/C=N/N=C/c2cccc([N+](=O)[O-])c2)c1	4%	6%	-3%	0.5%	0%
CC(C)C[C@H](NC(=O)c1[nH]cnc1C(=O)Nc1ccccc1)C(=O)OC(C)(C)C	44%	u	-22%	1.5%	3%
CCCCNCCS(=O)(=O)NCc1ccccc1OC	x	x	x	0.3%	20%
CCOc1ccc(C(c2nnnn2Cc2ccccc2)N2CCN(C(=O)c3ccco3)CC2)cc1 (stereo not given)	18%	3%	-18%	6.5%	-11%
Cc1ccc(Cc2cnc(NC(=O)/C(C#N)=C/c3ccc(-c4cccc([N+](=O)[O-])c4)o3)s2)cc1	1%	-2%	-2%	i	-13%
COc1ccc(C2=NN(C(=O)CCC(=O)O)C(c3ccc(OC)cc3)C2)cc1 (stereo not given)	0%	-7%	-2%	0.8%	0%
O=C(Cc1ccc([N+](=O)[O-])cc1)c1c(O)cc(O)cc1O	20%	-2%	16%	3.2%	13%
N/C(CN1CCCC1=O)=N\OC(=O)c1ccc(Cl)cc1	-10%	-3%	6%	0.8%	2%
CCN(CC)CCNC(=O)c1ccc(Sc2ccc(Cl)cc2)c(NC(C)=O)c1	0%	7%	10%	0.4%	-2%
Cn1nc(C(=O)OCc2ccccc2F)c2ccccc2c1=O	59%	-3%	-20%	0.8%	9%
NNC(=O)CNC(c1ccccc1)c1cc(Br)ccc1NC(=O)c1ccc(Br)cc1 (stereo not given)	28%	0%	9%	0.6%	17%
CSc1cccc(NC(=O)C2CCCN(S(=O)(=O)c3cnc[nH]3)C2)c1 (stereo not given)	x	x	x	0.8%	5%
Clc1ccc(C2CC(c3cccs3)n3ncnc3N2)cc1Cl (stereo not given)	56%	u	-9%	5.7%	-10%
COc1ccc(N2CCN(C(=O)CCNC(=O)Cn3ccc4ccccc4c3=O)CC2)cc1	-11%	4%	14%	0.9%	7%
CC(C)(C)C1CCC(=O)N(CCC#N)CC1 (stereo not given)	1%	1%	0%	1.0%	-3%
O=C1CCC[C@@H]2Cc3nc4ccc(O)cc4cc3[C@@H]3CCN1[C@H]23	x	x	x	0.1%	-10%
CCOc1ccccc1N1CCN(C(=O)c2cc3c(C)cc(C)cc3[nH]2)CC1	21%	34%	0%	1.7%	8%
Cc1cccc(NC(=S)N2CCC(NC(=O)c3ccco3)CC2)c1	-14%	7%	5%	1.1%	-4%
O=C1C2C3c4ccccc4C(c4ccccc43)[C@@H]2C(=O)N1c1nc(-c2ccccc2)cs1 (stereo not given in full)	-7%	6%	0%	1.0%	-9%
O=C(Nc1cccc(C(F)(F)F)c1)c1cc2ncc(Br)cn2n1	19%	-9%	7%	1.8%	1%
CC1=NNC(=O)C1CCC(=O)N/N=C/c1ccc(C)cc1 (stereo not given)	1%	-15%	10%	x	x
COc1ccc(NS(=O)(=O)c2csc(C(=O)N3CCCC3)c2)cc1	-2%	11%	-15%	0.2%	-1%
CN(CC(=O)NCC1COc2ccccc2O1)S(=O)(=O)c1ccc(Cl)cc1 (stereo not given)	9%	-5%	x	2.5%	0%
O=c1/c(=C/c2ccccn2)sc2n1CN(c1ccccc1)CN=2	0%	-4%	8%	0.8%	-24%	inhibitors of VEEV 10K pilot screen=1.1
Cc1ccccc1-n1c(=O)cc(NCc2ccc3c(c2)OCO3)[nH]c1=O	6%	6%	0%	0.5%	3%
O=S(=O)(Nc1cccc(-n2cnnn2)c1)c1cc(Cl)ccc1Cl	5%	5%	-27%	1.7%	1%
CC(C)NC(=O)COC(=O)c1ccc(S(=O)(=O)N2CCCC2)cc1	-16%	-2%	-2%	1.0%	-2%
C[C@H]1[C@H](C)CC[C@]2(C)CC[C@]3(C)C(=CC(=O)C4[C@@]5(C)CC[C@H](O)C(C)(C)C5CC[C@]43C)[C@H]12 (stereo not given in full)	5%	0%	x	0.6%	13%	inhibitors of VEEV 10K pilot screen=1.2
CC(C)Oc1nc(-c2ccccc2O)nc2ccccc12	2%	0%	-6%	2.3%	-25%
COc1ccc(OC)c(C(=O)c2ccc([N+](=O)[O-])cc2)c1	x	x	x	3.3%	-2%
Cc1nc2sccc2c(=O)n1-c1cccc(Cl)c1	-11%	-5%	-9%	1.3%	-5%
COc1ccc2cc3c(N)nn(C(=O)c4ccc(F)cc4)c3nc2c1	-3%	-1%	-5%	8.8%	-14%
O=C(c1cccc([N+](=O)[O-])c1)N1CC2C3C=CC(C3)C2C1 (stereo not given)	-14%	-1%	3%	1.2%	4%
Cc1cccc(C(=O)OCc2cc(=O)oc3c(C)c(C)ccc23)c1O	-10%	-5%	7%	1.6%	-6%
COc1ccc(N2CCOCC2)c(NC(=O)COc2cccc(C)c2)c1	-1%	-19%	-8%	3.6%	-10%
CCCCNS(=O)(=O)CCNCc1ccccc1OC	x	x	x	0.4%	16%
COc1cc(/C=N/NC(=O)CC#N)cc(Br)c1O	-2%	1%	2%	i	-3%
COc1ccc(CCNc2c([N+](=O)[O-])c(=O)oc3ccccc23)cc1OC	13%	0%	-3%	0.9%	4%
COc1ccccc1NC(=O)CN(c1ccccc1)S(=O)(=O)c1ccccc1	-9%	-7%	-5%	5.5%	-20%
Cc1cc(C)nc(/N=C2\NC(=O)CC(C(=O)O)N2c2ccc(Cl)cc2)n1 (stereo not given)	x	-6%	x	2.2%	6%
COc1ccc(-c2ncccc2O)cc1	7%	10%	-10%	1.6%	7%
Cc1cc(OCC(=O)N2CCC(C(=O)O)CC2)c2c(C)cc(=O)oc2c1	-6%	-6%	-8%	0.9%	-5%
Cc1cc(C(=O)CSc2n[nH]c(N)n2)c(C)n1-c1cccc(F)c1	18%	-4%	-6%	i	8%
CCOc1ccc(S(=O)(=O)NCCC(=O)NCC(c2ccco2)N2CCCCC2)cc1 (stereo not given)	-12%	-2%	x	0.2%	2%

Brought forward from above: 4 compounds, followed by the next part.
SMILES	M. tuberculosis	M. tuberculosis HTS	PhoP GFP inhibition	inhibitors of VEEV	influenza NS1A	others
COc1ccc(-c2ncccc2O)cc1	7%	10%	-10%	1.6%	7%
Cc1cc(OCC(=O)N2CCC(C(=O)O)CC2)c2c(C)cc(=O)oc2c1	-6%	-6%	-8%	0.9%	-5%
Cc1cc(C(=O)CSc2n[nH]c(N)n2)c(C)n1-c1cccc(F)c1	18%	-4%	-6%	i	8%
CCOc1ccc(S(=O)(=O)NCCC(=O)NCC(c2ccco2)N2CCCCC2)cc1 (stereo not given)	-12%	-2%	x	0.2%	2%
O=C(NCc1ccncc1)C(=O)NCc1ccncc1	-9%	-9%	-2%	0.1%	2%
O=C(O)c1cc(C(=O)O)cc(N2C(=O)CSC2=S)c1	-8%	-1%	-6%	1.5%	4%
O=C(Cc1cnn(-c2ccccc2)c1)c1ccc(O)c(O)c1O	-2%	2%	5%	0.8%	5%
CC(NO)/C(=N\O)c1cccs1 (stereo not given)	-1%	5%	-3%	1.4%	-9%
O=C(Cn1c(NCCO)nc2ccccc21)NCC(F)(F)F	1%	0%	-3%	0.7%	2%
CC1=C(C(=O)Nc2ccccc2C(=O)N2CCC(C)CC2)SCCO1	-3%	-3%	-2%	0.5%	8%
